High-throughput results from PubChem.
S-ASM inh: inhibitors of human secretory acid sphingomyelinase; Potency, µM (titrated, usually from 57.5 µM), without a hit: at the highest dose activity change, negative = inhibition, usual class: inhibitors; P17405; 0.006% of 340,000 active; placental ASM, HMU-PC fluorogenic substrate, 60 min; further: potency means the concentration at half of the fitted maximal effect
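qHTS format. ASM enzyme prepared from human placenta hydrolyses the fluorogenic substrate HMU-PC0 (9 uM final) over 60 min at 37 °C after a 10 min compound preincubation.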
PKM2 activator: activators of human pyruvate kinase M2 | P14618 | purified PKM2, Kinase-Glo ATP luminescence, activation; response scale: 0% is enzyme alone, no compound | Potency, µM (top dose mostly 57.5 µM), for the others: at the highest dose activation, actives largely listed as activators | 0.34% of 260,000 active | AID 1631; further: potency means the concentration at half of the fitted maximal effect; on the % scale 0 is the no-effect control and ±100 the full control effect; nearly all actives have a fitted effect of over 55% in size
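Purified hPK-M2 (>95% pure) converted ADP (0.1 mM final) to ATP with 0.5 mM PEP in 50 mM imidazole pH7.2, KCl, MgCl2, Tween 20, BSA; 1 h at room temperature. ATP detected by Kinase-Glo luminescence.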
a7 integrin act: integrin-mediated muscular dystrophy alleviation activation; AID 624291; 0.064% of 350,000 active; alpha7betagal myoblasts, beta-gal FDG fluorescence, 48 h; Potency, µM (titrated, usually from 38.3 µM), without a hit: top-dose activation, most hits filed as activators;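 further: potency means the concentration at half of the fitted maximal effect; 100% = response of the positive control SU9516; nearly all actives have a fitted effect of over 60% in size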
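alpha7betagal+/- myoblasts (passage 13, 250/well) treated 48 h at 37C with compounds at 1:260 dilution of DMSO stock. Lysed, then beta-galactosidase activity read as FDG fluorescence (ex 480/em 540) after 30 min, with pre-read for autofluorescence.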
Menin MLL FP TR: inhibitors of human menin-MLL interaction, mutant MLL peptide; O00255; Menin + Texas Red MLL mutant peptide, fluorescence polarization; Potency, µM (doses to about 61.6 µM), for the others: at the top dose FP activity change, negative = inhibition, actives largely listed as inhibitors; 0.23% of 270,000 active; AID 1768; active means well fitted inhibition curve with a large enough effect in the polarisation, with a control signal flat, not every such curve was filed as active; inconclusive means small, poorly fitted or top-dose-only effect, or effect the other way, or a change in a side signal; inactive means no such curve, though single readings can be large or run the other way; the % refers to the polarisation; further: potency means the concentration at half of the fitted maximal effect; % of control where 0% means no effect; many of its hits are not listed in these tables
Target sequence (O00255 whole entry, looked up): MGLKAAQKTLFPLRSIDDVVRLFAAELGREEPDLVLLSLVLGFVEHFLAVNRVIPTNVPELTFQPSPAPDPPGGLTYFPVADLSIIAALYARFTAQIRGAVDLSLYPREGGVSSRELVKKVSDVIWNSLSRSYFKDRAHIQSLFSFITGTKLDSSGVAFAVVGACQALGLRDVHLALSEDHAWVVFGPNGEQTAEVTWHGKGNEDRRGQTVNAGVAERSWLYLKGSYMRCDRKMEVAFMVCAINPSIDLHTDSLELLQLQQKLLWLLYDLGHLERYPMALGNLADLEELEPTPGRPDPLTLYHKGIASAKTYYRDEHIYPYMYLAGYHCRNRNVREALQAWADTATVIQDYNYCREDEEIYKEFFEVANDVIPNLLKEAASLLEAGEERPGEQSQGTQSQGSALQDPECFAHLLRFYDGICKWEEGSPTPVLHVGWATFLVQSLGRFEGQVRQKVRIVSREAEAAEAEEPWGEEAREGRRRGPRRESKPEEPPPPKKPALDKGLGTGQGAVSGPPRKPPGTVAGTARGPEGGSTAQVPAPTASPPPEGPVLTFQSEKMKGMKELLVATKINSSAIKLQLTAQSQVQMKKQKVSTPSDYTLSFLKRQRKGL
BCR signal inh: blocks chronic active B-cell receptor signaling | 0.05% of 340,000 active | ABC-DLBCL IkBa-CBG/CBR reporter, luminescence ratio, 4 h | AID 493014 | Potency, µM (doses to about 46.1 µM), for inactives: at the highest dose ratio change, negative = lower green/red ratio, most hits filed as inhibitors; active means well fitted inhibition curve with a large enough effect in the signal ratio, with a control signal flat, not every such curve was filed as active; inconclusive means small, poorly fitted or top-dose-only effect, or effect the other way, or a change in a side signal; the % refers to the signal ratio;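 further: potency means the concentration at half of the fitted maximal effect; plate controls were basal doxycycline-induced cells for no effect and cells given 10 µM MG132 for full effect; MG132 reads +100%, hits lower the ratio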
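Concentration-response series (up to 46 uM) were applied to TMD8 dual-reporter cells for 4 h at 37C with doxycycline. Green/red ratio, after filter-overlap correction, defined %Activity; red signal alone was normalised to basal cells and zero luminescence.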
GALK inh: inhibitors of human galactokinase; P51570; Purified GALK, Kinase-Glo residual ATP luminescence; Potency, µM (series often up to 57.5 µM), for the others: top-dose activity change, negative = inhibition, most hits filed as inhibitors; 0.007% of 270,000 active; further: potency means the concentration at half of the fitted maximal effect; on the % scale 0 is the no-effect control and ±100 the full control effect
Target sequence (P51570 whole entry, looked up): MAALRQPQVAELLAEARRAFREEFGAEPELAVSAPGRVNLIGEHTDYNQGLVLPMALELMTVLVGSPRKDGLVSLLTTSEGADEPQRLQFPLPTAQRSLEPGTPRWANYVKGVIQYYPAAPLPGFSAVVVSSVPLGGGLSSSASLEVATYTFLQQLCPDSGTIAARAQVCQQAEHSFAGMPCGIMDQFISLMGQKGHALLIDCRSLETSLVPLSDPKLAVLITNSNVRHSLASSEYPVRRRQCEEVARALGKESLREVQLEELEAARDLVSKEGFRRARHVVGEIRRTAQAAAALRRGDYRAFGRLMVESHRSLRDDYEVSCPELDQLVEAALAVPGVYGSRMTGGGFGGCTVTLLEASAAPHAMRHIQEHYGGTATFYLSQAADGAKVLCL
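ATP-depletion format; final 35 uM ATP, 100 uM D-galactose, 5 nM enzyme; pH 8.0 HEPES/Mg2+ buffer; 60 min RT; luminescence read 10 min after detection reagent.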
B2AR arrestin: beta2AR (human) beta-arrestin recruitment activity; beta-arrestin recruitment to beta2AR, cell-based reporter; 0.02% of 330,000 active; AID 492947; Potency, µM (titrated, usually from 46.1 µM), without a hit: top-dose activation, most hits filed as activators; P07550;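 further: potency means the concentration at half of the fitted maximal effect; 0% = DMSO controls and full agonism = EC100 isoproterenol or metaproterenol; nearly all actives have a fitted effect of over 65% in size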
Tb PFK block: T. brucei PFK enzyme inhibition; O15648; T. brucei PFK, ADP-Glo luminescence; Potency, µM (titrated, usually from 57.5 µM), inactives show at the top dose activity, negative = inhibition, most hits filed as inhibitors; 0.17% of 330,000 active;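 further: potency means the concentration at half of the fitted maximal effect; 0% = uninhibited 1x PFK enzyme wells and -100% = no-enzyme wells; nearly all actives have a fitted effect of over 60% in size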
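In TEA buffer at pH 8.0 with 5 mM MgCl2, enzyme (1.25 nM) converted F6P (0.5 mM) and ATP (0.1 mM) for 45 min at room temperature. ADP product was read by luciferase luminescence.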
Giardia killer: kills Giardia lamblia; 0.15% of 340,000 active; activity change, % at 7.66 µM, hits read low; Giardia lamblia trophozoite viability; AID 540267; in the data active means activity change below about -80%; inconclusive means between about -30% and that limit;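 further: parasites exposed to compound for two days anaerobically before the ATP read; on the % scale 0 is the no-effect control and ±100 the full control effect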
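Giardia lamblia trophozoites (100 cells/well) were incubated with compounds for 48 h at 37 deg C under anaerobic conditions. Viability was read as ATP content by one-step luminescence after 15-30 min at room temperature.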
Coupling enz: coupling enzyme interference in Giardia aldolase counter-screen; coupling enzyme system counterscreen, AmpLite Red fluorescence; activity change, negative = inhibition, % at 58.2 µM, hits read low; 0.67% of 290,000 active; in the data active means activity change below about -30%; further: on the % scale 0 is the no-effect control and ±100 the full control effect
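First, compound is pin-transferred into glyceraldehyde-3-phosphate coupling-enzyme reagent at 57.5 uM final and held 10 min at RT. Next, substrate, coupling system and AmpLite Red are added. After 20 min RT, fluorescence (525/598 nm) is read.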
TSG101-PTAP inh: blocks PTAP/TSG101 interaction to inhibit HIV-1 budding; 340,000 tested, under 10 active; Potency, µM (doses to about 115 µM), for inactives: at the top dose activity change, negative = inhibition, usual class: inhibitors; Q99816; Fluorescence polarization, FITC-PTAP peptide / Tsg101 binding; active means well fitted inhibition curve with a large enough effect in the main read-out, with a control signal flat, not every such curve was filed as active; inconclusive means small, poorly fitted or top-dose-only effect, or effect the other way, or a change in a side signal; inactive means no such curve, though single readings can be large or run the other way; further: potency means the concentration at half of the fitted maximal effect; % of control where 0% means no effect
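Fluorescence anisotropy tracks displacement of a FITC-tagged PTAP peptide (50 nM) from the Tsg101 binding domain (10 uM), following a 20 min room-temperature incubation at pH 7.5.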
The depositor's hits bear a star; i = inactive; ? = inconclusive; · = no result given; [ ] = remark or other dose. Unless noted, the call rests on the fitted dose curve; in most records, active means well fitted curve in the direction sought with a large enough effect; inconclusive means small, poorly fitted or top-dose-only effect, or another doubt; inactive means no such curve, though single readings can be large; an effect the other way counts as inactive or inconclusive.

structure	S-ASM inh	PKM2 activator	a7 integrin act	Menin MLL FP TR	BCR signal inh	GALK inh	B2AR arrestin	Tb PFK block	Giardia killer	Coupling enz	TSG101-PTAP inh
COc1cccc(/C=C2/SC(=S)N(CC(=O)NNC(=O)c3ccccc3O)C2=O)c1	-1%	·	34%	?	-2%	-9%	-0.4%	3%	6	-1	-1%
FCCCOc1ccc(-c2ccnc3ncnn23)cc1	24%	-1%	19%	3%	?	-2%	0.2%	1%	6	3	-2%
COc1ccc(S(=O)(=O)N2CCCCC2)cc1NS(=O)(=O)c1cc(Cl)ccc1Cl	0%	13%	-6%	?	?	2%	-0.7%	1%	6	3	-2%
CC1(C)Cc2cccc(OCC(=O)N3CCN(c4cccc(C(F)(F)F)c4)CC3)c2O1	-8%	·	-6%	·	6%	·	3.3%	3%	11	·	0%
Cc1cc(C)n2nc(C(=O)NC(C)(C)C)nc2n1	3%	-3%	14%	12%	0%	-3%	-0.8%	1%	-27	-2	-3%
CC(C)S(=O)(=O)c1cnc(-c2cccnc2)nc1N	2%	-2%	-41%	·	?	-1%	-1.0%	0%	-11	1	1%
COc1ccc(N2C(=O)c3ccccc3NC2c2ccc(NC(C)=O)cc2)c(OC)c1 (stereo unspecified)	291%[activator]	·	-24%	27%	-9%	-2%	-0.3%	-6%	-6	1	-5%
Nc1nc(CN2CCCCCC2)nc(Nc2ccc(F)cc2)n1	3%	1%	1%	1%	-1%	2%	3.8%	6%	15	-8	-3%
CC(=O)N/C(=C\c1ccccc1)C(=O)OCCCOC(=O)/C(=C/c1ccccc1)NC(C)=O	2%	-6%	-6%	·	6%	0%	-0.3%	0%	-4	·	-1%
COc1ccccc1-c1c(C)nn2c(N3CCN(c4ccccc4OC)CC3)cc(C)nc12	-3%	2%	10%	-12%	0%	2%	0.1%	2%	24	2	-3%
Cc1ccc(CN(C)C(=O)c2ccccc2Sc2ccccc2C#N)cc1	-2%	4%	42%	·	11%	-2%	0.0%	2%	6	·	0%
CCCCN1C=C(C(=O)OC)C(c2ccccc2C(F)(F)F)C(C(=O)OC)=C1	i	5%	0%	-2%	1%	1%	-0.2%	6%	19	0	-1%
COc1ccc(S(=O)(=O)n2nc(OC(C)=O)cc2N)cc1	1%	0%	25%	-1%	-12%	3%	-0.2%	-4%	-8	2	3%
CC1CCN(Cc2nc(-c3ccc(Cl)cc3)no2)CC1	-1%	5%	-3%	·	?	0%	0.3%	4%	0	1	-4%
Brc1ccsc1-c1csc(-c2ccncc2)n1	-4%	·	-9%	0%	?	4%	0.2%	-2%	6	0	-4%
O=C(COC(=O)C1CC2C=CC1C2)NCc1ccccc1Cl (stereo unspecified)	-1%	-1%	11%	-5%	?	0%	-3.0%	-1%	?	1	0%
COCCn1c(SCC(=O)N2CCOCC2)nnc1-c1ccco1	1%	·	-23%	-2%	4%	1%	0.1%	-1%	26	0	-3%
O=C(c1coc(=O)c(Br)c1)N1CCOCC1	419%[activator]	-3%	-26%	17%	-3%	0%	-0.1%	-15%	-4	0	-1%
CC(C)COC(=O)NCCCOC(=O)Nc1ccccc1	1%	0%	6%	0%	1%	-1%	0.2%	2%	2	-1	-4%
COc1ccc(NC(=O)c2cc(C(C)C)on2)cc1OC	6%	-3%	5%	?	?	0%	-0.1%	2%	3	2	-6%
COCCCN(CC(=O)NCc1ccccc1)S(=O)(=O)c1ccc(C)cc1	-1%	·	-39%	-10%	4%	1%	-0.2%	1%	-24	0	0%
COc1ccc(OC)c(-c2csc(NC(=O)Cn3[nH]c(=O)c4ccccc4c3=O)n2)c1	-3%	-7%	-53%[inhibitor]	-1%	-3%	-2%	0.1%	2%	43[activator]	4	1%
Cc1ccc(CNC(=O)Nc2ccccc2)n1C	-2%	·	-16%	13%	0%	1%	-0.3%	-4%	0	-2	-8%
CCOC(=O)c1cc(Sc2ccccc2N)cc(C(=O)OCC)n1	1%	5%	3%	·	0%	0%	-0.1%	5%	28	2	0%

Not a retest: an excerpt of the list.
structure	S-ASM inh	PKM2 activator	a7 integrin act	Menin MLL FP TR	BCR signal inh	GALK inh	B2AR arrestin	Tb PFK block	Giardia killer	Coupling enz	TSG101-PTAP inh
COCCn1c(SCC(=O)N2CCOCC2)nnc1-c1ccco1	1%	·	-23%	-2%	4%	1%	0.1%	-1%	26	0	-3%
O=C(c1coc(=O)c(Br)c1)N1CCOCC1	419%[activator]	-3%	-26%	17%	-3%	0%	-0.1%	-15%	-4	0	-1%
CC(C)COC(=O)NCCCOC(=O)Nc1ccccc1	1%	0%	6%	0%	1%	-1%	0.2%	2%	2	-1	-4%
COc1ccc(NC(=O)c2cc(C(C)C)on2)cc1OC	6%	-3%	5%	?	?	0%	-0.1%	2%	3	2	-6%
COCCCN(CC(=O)NCc1ccccc1)S(=O)(=O)c1ccc(C)cc1	-1%	·	-39%	-10%	4%	1%	-0.2%	1%	-24	0	0%
COc1ccc(OC)c(-c2csc(NC(=O)Cn3[nH]c(=O)c4ccccc4c3=O)n2)c1	-3%	-7%	-53%[inhibitor]	-1%	-3%	-2%	0.1%	2%	43[activator]	4	1%
Cc1ccc(CNC(=O)Nc2ccccc2)n1C	-2%	·	-16%	13%	0%	1%	-0.3%	-4%	0	-2	-8%
CCOC(=O)c1cc(Sc2ccccc2N)cc(C(=O)OCC)n1	1%	5%	3%	·	0%	0%	-0.1%	5%	28	2	0%

(continued)
structure	S-ASM inh	PKM2 activator	a7 integrin act	Menin MLL FP TR	BCR signal inh	GALK inh	B2AR arrestin	Tb PFK block	Giardia killer	Coupling enz	TSG101-PTAP inh
CSc1ccc(CN(C)C(C)C(=O)NCC2CCCCC2)cc1 (stereo unspecified)	-1%	4%	-18%	-30%	0%	12%	0.0%	-3%	-1	5	-4%
C=CCSc1nc(N)c(C(=O)Nc2ccccc2C)cc1C(N)=O	0%	12%	8%	7%	?	0%	-0.9%	-8%	-10	-4	-3%
CC(=O)Nc1ccc(NC(=O)C(C)OC(=O)CCc2nc3ccccc3s2)cc1 (stereo unspecified)	0%	2%	-3%	11%	5%	-1%	0.1%	2%	5	5	-2%
Cc1ccc(C(=O)Nc2ccccc2N2CCCCC2)o1	-2%	1%	?	·	0%	3%	-0.3%	5%	13	·	0%
Cc1nn(C)c(Cl)c1/C=N/OC(=O)c1ccc(F)cc1	-5%	-4%	21%	-6%	-1%	-2%	-0.2%	10%	-6	2	-3%
N#Cc1nc(-c2ccc(OCc3ccccc3)cc2)oc1N1CCOCC1	-4%	-1%	-1%[7.66 µM]	-21%	?	0%	0.2%	-4%	6	2	-3%
COc1ccc(-c2cc(C(=O)OCC(=O)N(C)C)c3ccccc3n2)cc1	228%[activator]	-8%	4%	?	-5%	0%	0.3%	-3%	-4	0	-6%
CCOC(=O)COc1cc2c(C(=O)OCC)c(C)oc2cc1Br	-4%	0%	-10%	-3%	3%	3%	0.1%	-2%	2	-4	-8%
CCCc1cnc(N2CCN(C(=O)c3ccc(OC)cc3)CC2)nc1	-1%	·	-20%	?	1%	-1%	-0.3%	10%	-11	1	-2%
CCOc1ccc(N(Cc2cc3ccc(C)cc3[nH]c2=O)S(=O)(=O)c2ccccc2)cc1	-19%	3%	-24%	39%[activator]	-1%	9%	-1.0%	-2%	?	-13	-5%
CN(C)S(=O)(=O)c1ccc(Cl)c(NC(=O)CSc2nc3c(cc2C#N)C(=O)CCC3)c1	-8%	-17%	-41%	-6%	3%	-1%	-0.6%	6%	11	2	0%
Cc1ccc(C)c(N(CC(=O)NCc2ccco2)C(=O)CCC(=O)Nc2nccs2)c1	0%	13%	-4%	0%	1%	-1%	0.3%	-16%	9	-6	1%
COc1ccc(Oc2ccc(NC(=O)c3ccccc3C)cc2)cc1	15%	3%	-60%[inhibitor]	20%	?	5%	0.0%	2%	-8	-6	4%

A portion of the library; count on the stated rates, not on these rows.
